High-throughput results deposited in PubChem BioAssay by several laboratories.
FBA Mtb inh: inhibits M. tuberculosis FBA enzyme. P9WQA3. AID 588726. 360,000 tested, 2.3% active. inhibition, % at 1 µM. purified M. tuberculosis FBA, fluorescence read-out; in the data active = inhibition above about 27%;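 note: 0% = vehicle and 100% = reference inhibitor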
Target sequence (P9WQA3 whole entry, looked up): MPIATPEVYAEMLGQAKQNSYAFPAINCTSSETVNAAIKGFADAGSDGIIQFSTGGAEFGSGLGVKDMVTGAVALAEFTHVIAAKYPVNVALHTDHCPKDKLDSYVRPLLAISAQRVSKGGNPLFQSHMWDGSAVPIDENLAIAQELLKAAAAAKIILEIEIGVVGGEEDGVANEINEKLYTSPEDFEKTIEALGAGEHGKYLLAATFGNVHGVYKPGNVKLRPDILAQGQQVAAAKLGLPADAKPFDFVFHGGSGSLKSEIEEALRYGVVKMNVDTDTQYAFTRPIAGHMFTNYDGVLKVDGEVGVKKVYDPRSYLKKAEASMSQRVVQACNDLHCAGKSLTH
FadD28 binding: inhibitors of Mycobacterium tuberculosis FadD28 bisubstrate binding | FadD28 bisubstrate probe binding, fluorescence polarization | inhibition, % at 12.5 µM | 360,000 tested, 0.22% active | AID 588549; in the data active = inhibition above about 8.5%, passing the limit was not always enough; inconclusive = no clear call, values can overlap the other calls
BioA inh: BioA (M. tuberculosis) enzyme inhibition; purified M. tuberculosis BioA enzyme, plate reader; inhibition, % at 9.99 µM; 360,000 tested, 0.096% active; AID 602481; in the data active = inhibition above about 40%; inconclusive = no clear call, values can overlap the other calls
PfHsp40 yeast: restores yeast growth despite PfHsp40 toxicity | 340,000 tested, 0.68% active | growth rescue, % at 12.5 µM | AID 504582 | S. cerevisiae expressing PfHsp40, growth rescue, ATP luminescence; in the data active = growth rescue above about 28%, passing the limit was not always enough; inconclusive = no clear call, values can overlap the other calls;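 note: yeast W303a lacking pdr1 and pdr3 grown in galactose medium; growth measured after three days at 30 °C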
GDH-TPI counter: counter-screen for M. tuberculosis FBA inhibitors: GDH-TPI coupled enzymes | GDH-TPI coupled enzyme counterscreen, NADH absorbance | AID 588335 | inhibition, % at 4.8 µM | 360,000 tested, 1.2% active; in the data active = inhibition above about 30%;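 note: 0% = DMSO wells and 100% = wells lacking the enzyme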
TcdB GH inh: inhibitors of Clostridioides difficile toxin B glycohydrolase; TcdB glycohydrolase enzymatic assay, plate reader; inhibition, % at 9.99 µM; 350,000 tested, 0.24% active; AID 652162; in the data active = inhibition above about 10%
Y pestis TopoI: inhibitors of Yersinia pestis topoisomerase I; Y. pestis Topo-I cleavage product accumulation, plate reader; activity, % at 10 µM; 360,000 tested, 0.064% active; in the data active = activity above about 50%, passing the limit was not always enough; inconclusive = no clear call, values can overlap the other calls; note: inactives centre near 2
UGM FP inh: Mtb UDP-galactopyranose mutase inhibition | P9WIQ1 | purified UGM, fluorescence polarization probe displacement | inhibition, % at 10 µM | 320,000 tested, 0.06% active | AID 504406; in the data active = inhibition above about 10%, passing the limit was not always enough; inconclusive = no clear call, values can overlap the other calls
Target sequence (P9WIQ1 whole entry, looked up): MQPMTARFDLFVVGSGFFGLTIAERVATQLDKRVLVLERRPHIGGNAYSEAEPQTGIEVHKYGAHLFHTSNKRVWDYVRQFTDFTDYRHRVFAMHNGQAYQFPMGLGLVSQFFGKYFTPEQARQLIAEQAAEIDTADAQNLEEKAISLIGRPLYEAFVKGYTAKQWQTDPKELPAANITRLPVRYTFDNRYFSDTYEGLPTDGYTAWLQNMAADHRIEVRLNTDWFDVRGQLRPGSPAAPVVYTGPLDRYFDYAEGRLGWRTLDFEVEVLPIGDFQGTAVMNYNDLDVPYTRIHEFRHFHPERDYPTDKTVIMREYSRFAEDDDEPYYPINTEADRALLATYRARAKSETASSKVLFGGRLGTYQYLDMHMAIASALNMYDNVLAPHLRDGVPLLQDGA
BH1578 lux ind: quorum light induction in luxS cqsA deficient V. cholerae | V. cholerae BH1578 lux reporter, luminescence, 6 h | activation, % at 18.7 µM | 350,000 tested, 0.16% active; in the data active = activation mostly above about 9.7%, no sharp cut-off; inconclusive = no clear call, values can overlap the other calls; inactive = mostly below about 3.7%; note: not every result past the cut was called active; inactives centre near 0; reference of the scale not given here
The depositor's hits bear a star; i = inactive; ? = inconclusive; . = not tested or not shown.

SMILES	FBA Mtb inh	FadD28 binding	BioA inh	PfHsp40 yeast	GDH-TPI counter	TcdB GH inh	Y pestis TopoI	UGM FP inh	BH1578 lux ind
COc1ccc(/C=C(/NC(=O)c2ccccc2)C(=O)N2CCOCC2)cc1OC	0	-3.1	.	-0.2	4	0.8	7	0.3	-0.3
CCOC(=O)c1ccc(NC(=S)N2CCSC2c2ccc(OC)cc2)cc1 (stereo unspecified)	3	-1.9	-3.3	0.0	-1	0.5	-2	-1.0	-0.1
CCc1ccccc1NC(=O)C(Cc1ccccc1)c1nn[nH]n1 (stereo unspecified)	0	-1.2	-0.4	0.3	6	-0.8	-1	1.9	-0.4
C=CCOc1ccccc1/C=c1\sc2nc(=O)c(C)nn2c1=O	-1	3.3	2.6	-0.5	6	-0.8	11	-0.4	-0.3
O=C(CN1C(=O)NC2(CCCC2)C1=O)NCc1ccc(Cl)cc1	2	-0.1	2.2	-0.8	-2	0.4	14	-0.3	i
O=C(NC1CCCCC1)Sc1ccc(Cl)cc1	-11	-2.3	-1.7	-0.7	9	.	3	3.7	i
CN1CCN(S(=O)(=O)c2ccc(Br)s2)CC1	2	-2.3	1.6	6.4	0	.	1	-0.5	-0.3
O=C(CSc1ccccn1)N1CCc2ccccc21	-3	0.8	.	72*	-1	5.7	5	0.1	-0.7
O=C(COC(=O)Cn1cnc2ccccc2c1=O)Nc1ccc(Cl)c(C(F)(F)F)c1	-2	-7.4	1.0	-1.0	-3	0.6	1	0.9	i
CC1CCCCC12NC(=O)N(CC(=O)N1CCN(S(=O)(=O)/C=C/c3ccccc3)CC1)C2=O (stereo unspecified)	0	.	-0.8	-0.9	-12	0.7	-4	0.3	-3.4
Cc1cc(Cl)c(S(=O)(=O)NCc2ccncc2)cc1OCC(N)=O	0	0.2	-2.1	-0.9	1	.	-1	-1.4	-0.3
Cc1cccc(Nc2nc(N)nc(-c3oc4ccccc4c3C)n2)c1	0	-3.8	0.1	3.1	-6	1.8	21	3.3	-0.9
CCN(CC)S(=O)(=O)c1ccc(N2CCOCC2)c(NC(=O)Cc2cccc3ccccc23)c1	1	-3.2	.	-0.6	-9	.	23	1.4	-0.3
COc1ccc(CCNC(=O)CSc2nnc3ccccn23)cc1	1	-0.8	.	-0.4	3	1.4	-5	-1.6	-0.8
COc1cc(/C=N/n2nnnc2Nc2ccccc2)cc(OC)c1OC	-2	-7.9	-0.7	7.5	34*	.	2	-0.4	-0.3
Cc1ccc(COc2ccc(/C=N/O)cc2)cc1	1	-1.4	.	1.6	3	0.8	4	-2.3	-0.4
CCOC(=O)COn1c(=O)c(=O)n(OC)c2ccccc21	-9	-1.5	0.6	0.0	16	.	-2	-0.4	7.7
CCN(CC)CCCC(C)Nc1nccc2cccc(Cl)c12 (stereo unspecified)	3	.	0.2	0.7	12	-2.2	2	.	2.9
CN(C)C(=O)c1cc(C(=O)c2ccc(C(F)(F)F)cc2)c[nH]1	5	-0.1	.	-1.7	4	6.4	9	1.4	1.1
Cc1nonc1NC(=O)CSc1nnc(-c2ccoc2C)n1-c1cccc(Cl)c1	2	-3.7	13	0.4	-3	.	7	-5.0	1.3
COc1ccc2[nH]c(C(=O)N3CCC(CO)(Cc4cccc(C(F)(F)F)c4)CC3)c(C)c2c1	1	-15	0.5	9.2	4	0.3	37	4.2	-0.6
Cc1cc(-c2ccncc2)n2ncc(-c3ccccc3)c2n1	4	-0.6	-0.1	.	5	2.7	19	.	-0.2
O=C(CN(C(=O)CCC(=O)Nc1nccs1)c1cccc(F)c1)NCc1ccccc1	0	-1.4	3.2	0.8	-4	1.9	9	1.5	-0.2
CCCCN(C(=O)C1CCC1)c1c(N)n(CCC)c(=O)[nH]c1=O	-4	-3.1	-1.6	-0.5	-4	0.7	-11	2.4	-1.1
COc1cccc(-c2ccc(NC(=O)C3CCCN(Cc4ccc(CO)o4)C3)cc2)c1 (stereo unspecified)	0	-2.1	0.0	-1.9	0	-0.7	10	0.6	-0.3
Cc1cc(OCCOc2cccc3cccnc23)cc(C)c1Cl	6	0.4	1.3	0.9	7	.	18	0.5	0.5
CCOC(=O)N1CCN(c2cc(N3CCN(CC)CC3)c(F)cc2[N+](=O)[O-])CC1C (stereo unspecified)	-10	-4.6	2.4	-0.4	-2	.	14	-1.1	i
CCN(CC)C(=O)c1ccc(NC(=O)COc2ccc([N+](=O)[O-])cc2Cl)cc1	0	-0.1	-2.6	-0.9	20	.	1	-1.2	i
CCCN(CCC)C(=O)CSc1nc2n[nH]c(C)c2c(=N)n1-c1ccc(OCC)cc1	3	-3.3	-1.3	1.5	12	.	18	2.4	i
C=CCN1C(c2ccccc2)=CS/C1=C(\C#N)c1nnc2n1CCCCC2	-6	-3.4	1.5	3.1	17	.	-2	-0.6	1.6
O=C(CSCc1ccco1)Nc1cc(C(F)(F)F)ccc1N1CCOCC1	1	-3.5	8.6	0.2	3	.	5	0.0	7.7
CC1(c2ccc(OC(F)F)cc2)NC(=O)N(CC(=O)NC2CCCC2)C1=O (stereo unspecified)	2	?	0.1	0.6	14	0.6	0	2.6	i
CCc1cc2c(-c3ccccc3)cc(=O)oc2c(CN2CCOCC2)c1O	3	-1.0	0.0	-0.9	25	.	7	-3.6	i
CCOc1cc(C(c2c(O)nc(SC)[nH]c2=O)c2c(O)nc(SC)[nH]c2=O)ccc1O	-1	-3.3	-0.3	.	10	0.1	0	1.8	0.2
COc1ccc(CNc2nc(Cl)c(C#N)s2)cc1	1	-3.0	.	0.1	4	-0.9	-2	-1.3	i
CCC(CC)NC(=O)c1cc(OC)c(OC)c(OC)c1	0	0.0	-0.7	0.6	1	.	-6	0.0	i
CC(C)Sc1nnc(OC(=O)N(C)C)n1-c1ccccc1	4	-3.9	.	1.9	-1	1.4	-4	0.9	-0.4
Nc1cccc(CCc2nc3cc4ccccc4cc3[nH]2)c1	1	-1.6	0.1	0.5	16	.	-6	0.2	-0.3
COc1cc(C(=O)O/N=C2\C=CC(=O)C(C)=C2)cc(OC)c1OC	-3	1.3	.	-0.7	16	.	-3	-3.1	-0.4
CCOC(=O)C(O)(C1C(=O)CC(C)(C)CC1=O)C(F)(F)F (stereo unspecified)	11	?	-1.3	-0.5	0	.	3	1.7	2.9
O=C(Cn1nnc(-c2ccc(Cl)cc2)n1)NC1CC2CCC1C2 (stereo unspecified)	-1	-2.0	-6.8	-1.6	-7	.	4	4.6	-5.6
COc1cccc(C(=O)NC(=S)Nc2ccccc2N2CCCC2)c1	-2	0.6	.	0.4	7	3.6	0	-1.0	-0.6
O=S(=O)(NCc1ccco1)c1ccc(S(=O)(=O)N2CCCC2)cc1	0	0.3	.	-1.8	-2	1.1	3	2.4	-0.7
CN(C)c1ccc(CNC(=O)C2Cc3c(-c4ccccc4Oc4ccccc4)ccnc3O2)cc1 (stereo unspecified)	0	-1.4	0.0	.	9	-0.1	28	.	0.7
COC(=O)Nc1nc2ccc(-c3n[nH]c(=O)c4ccccc34)cc2[nH]1	8	-0.3	.	-0.5	7	.	-2	-0.8	-0.5
CC(Cc1ccccc1)NC(=O)C1(c2ccccc2)CCOCC1 (stereo unspecified)	-4	-2.4	0.5	0.0	-21	.	-6	-1.2	-0.2
CC(=O)Nc1ccc(Nc2cc(C)nc3c(-c4ccc(Cl)cc4)c(C)nn23)cc1	12	-3.3	.	0.4	15	.	3	-0.9	-0.8
CCc1ccc(Nc2n[n+](-c3ccccc3)c(-c3ccc(N(CC)CC)cc3)s2)cc1	51*	-11	-3.5	13	8	1.7	-10	3.0	-0.8
CC(C)(C)c1ccc(CN2C3=NCCCN3c3ccccc32)cc1	-3	-1.4	2.7	0.2	-7	.	13	-0.6	5.9
Cc1csc(NC(=O)CSc2nnc3ncccn23)n1	-2	-3.4	13	-0.3	-4	.	2	1.2	-0.2
COc1ccc(CCNc2nc(-c3cccnc3)cs2)cc1OC	2	2.0	-0.3	0.4	10	.	12	0.3	i
Clc1cccc(Cc2c(-c3cccc(Br)c3)nc3ccc(Br)cn23)c1	0	-4.8	-0.6	.	.	0.6	.	.	.
O=[N+]([O-])c1ccc2nc(NS(=O)(=O)c3ccc(Cl)cc3)sc2c1	-5	-1.8	3.3	-1.4	16	0.3	9	1.0	-5.6
Cc1ccc(CN2C(=O)C(F)(F)Oc3ccccc32)cc1	1	-0.6	-0.7	.	13	3.0	3	.	-0.4
Cc1ccc(C)c(NC(=O)C(=O)NCC2CCCN2S(=O)(=O)c2cccs2)c1 (stereo unspecified)	-3	-4.7	-1.8	-0.8	-1	5.8	26	0.9	i
O=C(CC1SC(N2CCCCC2)=NC1=O)Nc1cccc(C(=O)O)c1 (stereo unspecified)	1	0.0	1.4	0.2	17	.	-1	4.1	-0.3
Cc1cc(NC(=O)CCC(=O)N(CC(=O)NCC2CCCO2)c2ccc(C)c(C)c2)no1 (stereo unspecified)	5	1.5	-3.9	0.1	7	1.0	0	-1.9	i
O=C(Nc1ccccc1N1CCCC1)c1ccccc1Cl	-2	-4.4	-1.0	1.1	9	0.0	5	-2.7	-0.3
Cc1ccc(CSCCNC(=O)c2ccc(Cl)c(S(=O)(=O)N3CCOCC3)c2)cc1	4	34*	9.7	1.4	4	.	12	3.6	-0.1
NC(=O)c1c(NC(=O)COC(=O)c2ccc(S(=O)(=O)Nc3ccccc3)cc2)sc2c1CCCC2	5	-1.1	.	1.2	4	1.2	1	1.5	-0.7
(continued)
SMILES	FBA Mtb inh	FadD28 binding	BioA inh	PfHsp40 yeast	GDH-TPI counter	TcdB GH inh	Y pestis TopoI	UGM FP inh	BH1578 lux ind
Cc1ccc(NC(=O)C[n+]2cc(-c3ccc(C)cc3)n3c2CCC3)cc1	-2	0.4	1.7	-1.3	-8	0.7	3	-0.8	i
CCC1(CC)NC(=O)N(CC(=O)Nc2ccc(S(=O)(=O)N3CCOCC3)cc2)C1=O	-2	-5.4	.	0.5	-5	.	4	0.4	-0.4
COc1ccc(NC(=S)NC(=O)c2cc3ccccc3o2)c(OC)c1	-1	-3.4	-1.1	4.1	1	0.3	7	-2.3	i
COc1ccc(S(=O)(=O)N(C)C)cc1NS(=O)(=O)c1ccc(F)c(F)c1F	5	0.8	.	-0.8	7	.	-6	-1.0	i
CC(C)NCC(O)c1ccc(NS(C)(=O)=O)cc1 (stereo unspecified)	-1	-2.9	0.3	-1.0	-9	1.1	-7	1.7	i

7 neighbouring records already listed, quoted:
SMILES	FBA Mtb inh	FadD28 binding	BioA inh	PfHsp40 yeast	GDH-TPI counter	TcdB GH inh	Y pestis TopoI	UGM FP inh	BH1578 lux ind
Cc1cc(NC(=O)CCC(=O)N(CC(=O)NCC2CCCO2)c2ccc(C)c(C)c2)no1 (stereo unspecified)	5	1.5	-3.9	0.1	7	1.0	0	-1.9	i
O=C(Nc1ccccc1N1CCCC1)c1ccccc1Cl	-2	-4.4	-1.0	1.1	9	0.0	5	-2.7	-0.3
Cc1ccc(CSCCNC(=O)c2ccc(Cl)c(S(=O)(=O)N3CCOCC3)c2)cc1	4	34*	9.7	1.4	4	.	12	3.6	-0.1
NC(=O)c1c(NC(=O)COC(=O)c2ccc(S(=O)(=O)Nc3ccccc3)cc2)sc2c1CCCC2	5	-1.1	.	1.2	4	1.2	1	1.5	-0.7
Cc1ccc(NC(=O)C[n+]2cc(-c3ccc(C)cc3)n3c2CCC3)cc1	-2	0.4	1.7	-1.3	-8	0.7	3	-0.8	i
CCC1(CC)NC(=O)N(CC(=O)Nc2ccc(S(=O)(=O)N3CCOCC3)cc2)C1=O	-2	-5.4	.	0.5	-5	.	4	0.4	-0.4
COc1ccc(NC(=S)NC(=O)c2cc3ccccc3o2)c(OC)c1	-1	-3.4	-1.1	4.1	1	0.3	7	-2.3	i
